# Compound activity (PubChem BioAssay)
# Bim-Bcl-B – human Bim-Bcl-B interaction inhibition. Q9HD36. 190,000 compounds, 0.073% hits. AID 951. bead-based flow cytometry, Bim peptide-Bcl-B binding. inhibition, % at 10 µM;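 also: 0% = tracer peptide without compound and 100% = reference inhibitor peptide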
# GSH bead fluor – compound fluoresces at 488/530 nm on GSH beads; fluorescence (KMESF) at 10 µM; GSH beads flow cytometry, compound fluorescence 488/530 nm; stronger effect = higher value; 190,000 compounds, 0.25% hits; AID 1776; in the data active = fluorescence above about 89;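 also: glutathione beads carrying GST-tagged Bcl family fusion proteins plus one bare bead set; values are compound well signal with DMSO vehicle wells as background; inactives centre near 16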
# Bim-Bcl-W – human Bim-Bcl-W interaction inhibition; Q92843; bead-based flow cytometry, Bim peptide-Bcl-W binding; inhibition, % at 10 µM; 190,000 compounds, 0.02% hits; AID 952;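 also: 0% = bound tracer without compound and 100% = peptide blocker; higher means less fluorescent Bim peptide bound to Bcl-W beads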
# Bim-Bcl-2 – human Bim-Bcl-2 interaction inhibition; 190,000 compounds, 0.06% hits; inhibition, % at 10 µM; Bead-based flow cytometry, Bim peptide-Bcl-2 binding; P10415; in the data active = inhibition above about 40%; inconclusive = no clear call, values can overlap the other calls;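 also: 0% = no compound wells with probe peptide and 100% = reference peptide inhibitor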
# RGS7-Gao reg – human RGS7-Galphao interaction regulation. Multiplexed bead flow cytometry, RGS7-Galphao binding; actives lie on both sides. AID 1439. P09471. binding response (% of control), % at 10 µM. 220,000 compounds, 0.35% hits; in the data active = binding response below about 49% or above about 150%; inconclusive = no clear call, values can overlap the other calls; inactive = in between;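 also: fluorescent Galphao held in activated GDP-AlF4 state binding bead-coupled RGS7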
# ABCG2 inh – blocks JC-1 efflux by human ABCG2 transporter; IgMXP3 cells, flow cytometry; inhibition, % at 6.6 µM; 190,000 compounds, 0.1% hits; Q9UNQ0;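 active = inhibition above 80%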;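 also: 0% = DMSO and 100% = nicardipine control wells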
#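 System: two drug-resistant human cell lines, ABCG2 and ABCB1; controls: nicardipine high and DMSO low controls; times: 10 min exposure at 25 °C with rotation, no wash; detection: flow cytometry of retained JC-1 fluorescence; read-out basis: percent efflux inhibition, scaled nicardipine 100% to DMSO 0%; doses: one concentration, 6.6 µM final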
# RGS4-Gao reg – modulates binding of RGS4 to human Galphao | P09471 | Multiplexed bead flow cytometry; actives lie on both sides | binding response (% of control), % at 10 µM | 220,000 compounds, 0.33% hits; in the data active = binding response below about 49% or above about 150%; inactive = in between;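 also: fluorescent Galphao activated with aluminum fluoride binding bead-coupled RGS4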
# ABCB1 block – human ABCB1 inhibition, ABCG2 as counter-screen; P08183; inhibition, % at 6.6 µM; CCRF-Adr cells, JC-1 efflux, flow cytometry; 190,000 compounds, 0.067% hits; in the data active = inhibition above about 40%;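 also: 0% = vehicle and 100% = reference inhibitor; higher value means more JC-1 retained so stronger ABCB1 efflux block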
# Target sequence (P08183 whole entry, looked up): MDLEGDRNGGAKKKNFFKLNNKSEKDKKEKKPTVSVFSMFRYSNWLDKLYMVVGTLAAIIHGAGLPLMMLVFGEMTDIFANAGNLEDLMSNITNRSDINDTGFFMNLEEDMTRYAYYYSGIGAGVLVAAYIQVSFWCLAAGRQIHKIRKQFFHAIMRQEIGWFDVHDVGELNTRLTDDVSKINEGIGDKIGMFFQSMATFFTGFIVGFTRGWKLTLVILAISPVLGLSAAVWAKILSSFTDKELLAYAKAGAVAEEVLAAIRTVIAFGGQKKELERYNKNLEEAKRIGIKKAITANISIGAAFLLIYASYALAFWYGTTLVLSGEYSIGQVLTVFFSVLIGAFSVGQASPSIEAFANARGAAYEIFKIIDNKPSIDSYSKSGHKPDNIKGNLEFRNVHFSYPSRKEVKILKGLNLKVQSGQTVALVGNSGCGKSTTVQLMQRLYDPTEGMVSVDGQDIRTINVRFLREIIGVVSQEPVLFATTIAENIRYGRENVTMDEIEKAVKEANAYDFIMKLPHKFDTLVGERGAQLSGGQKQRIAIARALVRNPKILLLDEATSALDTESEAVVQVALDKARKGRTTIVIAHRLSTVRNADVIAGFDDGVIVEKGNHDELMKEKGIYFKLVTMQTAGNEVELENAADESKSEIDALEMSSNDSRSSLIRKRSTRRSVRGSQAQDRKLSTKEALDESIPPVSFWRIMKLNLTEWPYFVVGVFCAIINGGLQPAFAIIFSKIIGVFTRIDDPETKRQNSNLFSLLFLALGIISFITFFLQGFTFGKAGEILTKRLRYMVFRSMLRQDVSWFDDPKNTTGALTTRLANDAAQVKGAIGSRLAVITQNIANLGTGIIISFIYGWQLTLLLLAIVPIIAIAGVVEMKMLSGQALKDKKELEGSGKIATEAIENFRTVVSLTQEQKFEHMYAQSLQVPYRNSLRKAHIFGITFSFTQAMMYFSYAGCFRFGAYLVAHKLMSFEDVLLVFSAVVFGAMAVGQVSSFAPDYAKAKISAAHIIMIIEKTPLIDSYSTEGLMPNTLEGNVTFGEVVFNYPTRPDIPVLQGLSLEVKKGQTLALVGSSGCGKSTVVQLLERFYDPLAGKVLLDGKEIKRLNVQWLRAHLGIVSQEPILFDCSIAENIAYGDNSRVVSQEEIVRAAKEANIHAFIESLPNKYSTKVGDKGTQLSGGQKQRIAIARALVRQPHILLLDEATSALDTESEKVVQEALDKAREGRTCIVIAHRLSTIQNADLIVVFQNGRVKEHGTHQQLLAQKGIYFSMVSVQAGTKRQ
# Bim-Bfl-1 – human Bim-Bfl-1 interaction inhibition. Q16548. Bead-based flow cytometry, Bim-Bfl-1 binding inhibition. inhibition, % at 10 µM. 190,000 compounds, 0.12% hits;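 also: 0% = wells without compound plus tracer and 100% = blocker peptide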
# Bcl-XL Bim block – disrupts Bim peptide binding to human Bcl-XL; 190,000 compounds, 0.04% hits; Q07817; inhibition, % at 10 µM; bead flow cytometry, fluorescence
# Avidin fluor – compound fluoresces at 488/530 nm on avidin beads | 220,000 compounds, 0.38% hits | compound fluorescence 488/530 nm, flow cytometry; stronger effect = higher value | fluorescence (KMESF) at 10 µM | AID 1775; in the data active = fluorescence above about 47; also: inactives centre near 10
# * = called active by the depositor; ? = inconclusive; . = not tested or not shown. Rule as the data show it, unless noted: active = inhibition above about 40%.
SMILES,Bim-Bcl-B,GSH bead fluor,Bim-Bcl-W,Bim-Bcl-2,RGS7-Gao reg,ABCG2 inh,RGS4-Gao reg,ABCB1 block,Bim-Bfl-1,Bcl-XL Bim block,Avidin fluor
COc1ccccc1-c1cc(C(F)(F)F)nc(S(=O)(=O)CCCC(=O)N2CCOCC2)n1,0,9,-2,0,106,0,105,0.0,5,-4,11
Cc1ccc(-c2n[nH]c3c2CCC3)cc1,-5,11,-2,-4,106,3,106,0.6,-3,-2,14
CC(C)CNc1c(N)n(CC(C)C)c(=O)[nH]c1=O,0,14,-1,0,?,4,104,1.3,2,0,24
COc1ccc(C2C(C(=O)NCC3CCCO3)c3cc(OC)c(OC)cc3C(=O)N2C)cc1OC (stereo unspecified),-7,45,4,-5,104,2,100,0.4,-10,-1,4
Cc1ccc(C(=O)N2CCN=C2SCc2ccc([N+](=O)[O-])cc2)cc1C,-1,11,0,0,96,1,98,0.5,-2,-2,26
CCCOC1OC(=O)c2c1ccc(OC)c2OC (stereo unspecified),12,8,16,8,106,0,101,-0.5,15,9,10
CC(=O)Nc1ccc(C(=O)CSc2ncn(-c3ccccc3)n2)cc1,-1,19,0,-1,98,3,96,0.1,-1,0,12
COc1ccc(N/C=C\C(=O)c2ccc(Br)cc2)cc1OC,-20,8,-8,-7,107,3,100,0.2,-4,-5,14
Cc1cc(OCC(=O)N2CCOCC2)c(C(C)C)cc1Cl,0,32,-1,-6,102,2,102,0.7,-3,-2,11
COc1ccc(NC(=S)N2CCC(N(C)CC3CCCO3)CC2)cc1 (stereo unspecified),0,21,4,3,100,-4,97,-0.4,-1,0,13
COc1ccccc1C(=O)N(NC(=O)Oc1ccccc1)C(C)(C)C,-3,4,-3,-5,101,0,96,0.3,-3,-2,13
COc1ccccc1C(=O)Nc1ccc(CN2CCCCC2)cc1,0,27,-4,-2,100,1,97,1.1,-2,-4,12
COC(=O)c1cc(NS(=O)(=O)c2ccc(N3CCC(C)CC3)c([N+](=O)[O-])c2)cc(C(=O)OC)c1,-7,11,-5,-10,104,-8,98,-0.1,-8,-9,11
Cc1cc(C)c(NC(=O)C2CCCN2CCOC(=O)c2cccc([N+](=O)[O-])c2)c(C)c1 (stereo unspecified),-3,10,-1,-6,96,2,99,1.1,-1,-4,6
Cc1noc(C)c1N=Nc1ccccc1C(=O)O,-5,15,-1,-7,98,3,103,0.8,-5,0,6
COc1cc2ccccc2cc1C(=O)N1CCN(C)CC1,-7,31,-1,-12,99,5,100,0.5,-10,-14,14
CCCS(=O)(=O)c1c(S(=O)(=O)CCC)c2cnccn2c1C(=O)c1ccc(Cl)cc1,-11,23,-1,-11,100,6,102,2.8,-20,-8,12
Cc1ccc(NC(=O)CCNCc2ccco2)cc1S(=O)(=O)N(C)C,-3,64,-2,-3,103,0,102,0.3,-3,-2,28
Cc1nc2nc(SCC(=O)c3ccc([N+](=O)[O-])cc3)[nH]c2cc1Br,-11,12,-8,-7,99,9,100,-0.1,-4,-10,22
Cc1cc(C)n2nc(SCC(=O)NC(=O)NCc3ccco3)nc2n1,-7,19,-4,1,102,4,100,0.0,-2,-6,4
Cc1nn2c(-c3cccc(NC(=O)c4ccco4)c3)nnc2c2ccccc12,4,21,12,-3,102,0,100,0.3,-9,-1,6
Cc1ccc(C(=O)CCC(=O)N2CCN(C(=O)c3ccco3)CC2)cc1,0,72,-2,0,99,0,104,-0.1,-2,-1,10
CCOCCn1c(SCc2ccc(F)cc2)nc2c1c(=O)[nH]c(=O)n2C,-5,26,0,-8,100,2,101,0.3,-7,0,6
Cc1cc(NC(=O)C(C)Oc2ccc(Cl)cc2Cl)n(-c2ccccc2)n1 (stereo unspecified),-6,55,-3,0,96,3,98,1.0,-6,-1,7
Cc1nn(C(=O)N2CCOCC2)c(C)c1C,-2,18,-2,8,.,0,.,0.0,4,-3,.

# Two records drawn at random from the list so far, as already listed:
SMILES,Bim-Bcl-B,GSH bead fluor,Bim-Bcl-W,Bim-Bcl-2,RGS7-Gao reg,ABCG2 inh,RGS4-Gao reg,ABCB1 block,Bim-Bfl-1,Bcl-XL Bim block,Avidin fluor
COc1ccccc1C(=O)Nc1ccc(CN2CCCCC2)cc1,0,27,-4,-2,100,1,97,1.1,-2,-4,12
COc1ccc(N/C=C\C(=O)c2ccc(Br)cc2)cc1OC,-20,8,-8,-7,107,3,100,0.2,-4,-5,14

# 5 compounds out of the list above, arranged by the value under Avidin fluor, high to low.
compound,Avidin fluor
Cc1ccc(NC(=O)CCNCc2ccco2)cc1S(=O)(=O)N(C)C,28
Cc1nc2nc(SCC(=O)c3ccc([N+](=O)[O-])cc3)[nH]c2cc1Br,22
COc1ccc(NC(=S)N2CCC(N(C)CC3CCCO3)CC2)cc1 (stereo unspecified),13
Cc1cc(OCC(=O)N2CCOCC2)c(C(C)C)cc1Cl,11
Cc1noc(C)c1N=Nc1ccccc1C(=O)O,6

# Record cards (already shown). Values in the order: Bim-Bcl-B	GSH bead fluor	Bim-Bcl-W	Bim-Bcl-2	RGS7-Gao reg	ABCG2 inh	RGS4-Gao reg	ABCB1 block	Bim-Bfl-1	Bcl-XL Bim block	Avidin fluor
# Cc1nc2nc(SCC(=O)c3ccc([N+](=O)[O-])cc3)[nH]c2cc1Br as listed: -11	12	-8	-7	99	9	100	-0.1	-4	-10	22
# CCCOC1OC(=O)c2c1ccc(OC)c2OC (stereo unspecified) as listed: 12	8	16	8	106	0	101	-0.5	15	9	10

# Following part:
SMILES,Bim-Bcl-B,GSH bead fluor,Bim-Bcl-W,Bim-Bcl-2,RGS7-Gao reg,ABCG2 inh,RGS4-Gao reg,ABCB1 block,Bim-Bfl-1,Bcl-XL Bim block,Avidin fluor
CC(=O)NCCc1nc2ccccc2n1Cc1ccc(Cl)cc1,-6,23,0,-2,131,5,105,0.9,-7,-2,26
CN(C)S(=O)(=O)c1ccc2oc(SCC(=O)NCC(F)(F)F)nc2c1,-3,19,-1,-2,106,1,109,0.1,-3,-1,6
CC(C)Sc1nnc(Nc2ccccc2)s1,-12,26,0,-10,99,6,98,0.9,-12,-11,13
Cc1c(NC(=O)CN2CCN(c3ccc(O)cc3)CC2)c(=O)n(-c2ccccc2)n1C,1,17,-3,-1,?,1,99,0.6,-5,-1,9
CC(C)CCn1cnc2c(c1=O)c1nc3ccccc3nc1n2Cc1ccc2c(c1)OCO2,0,32,1,3,99,15,103,2.6,-1,-3,7
CCNC(=S)N1CCC(c2nc3cc(C)c(C)cc3[nH]2)CC1,-15,10,-3,-10,98,50,102,0.5,-4,-8,24
CCC(C)Sc1nc2c(cnn2-c2ccc(C)cc2)c(=O)[nH]1 (stereo unspecified),-5,17,0,-3,100,0,101,-1.2,-10,-4,7
COc1cc2cc(C(c3nnnn3C(C)(C)C)N3CCc4ccccc43)c(=O)[nH]c2cc1OC (stereo unspecified),-2,25,3,-8,98,0,100,0.2,-11,-1,23
S=C1NC(c2ccccc2)=NCN1c1ccc(Cl)cc1,0,13,3,5,107,3,103,0.8,2,3,19
CCOC(=O)Cn1c(=O)oc2cc(S(=O)(=O)Nc3ccc(N(CC)CC)cc3C)ccc21,-8,20,1,-8,117,-1,115,-1.8,-6,-1,9
CCCCN1C(=S)NC[C@@H]1C(C)CC (stereo partly specified),-13,20,0,0,97,0,99,0.0,-1,0,5
C=CCc1cccc2cc(C(=O)OCC)c(=O)oc12,-8,24,-3,-1,104,15,102,0.8,-3,0,5
CCOC(=O)c1cnc2c(cnn2C)c1Cl,0,13,-1,-2,?,11,93,1.0,-4,-1,14
Cc1ccc(C(=O)N2CCCC(c3nc4c(nnn4Cc4ccccc4)c(=O)[nH]3)C2)cc1 (stereo unspecified),-9,33,-2,-8,102,-2,105,-2.5,-10,-23,6
CC1(C)CC(=O)C2=C(C1)NC(=O)CC2c1cc(F)ccc1F (stereo unspecified),0,24,0,-2,98,3,101,0.7,-2,-4,39
COc1ccc(C2=NN(C(=O)CSC3=NN4CCCC(=O)N=C4S3)C(c3cccc(OC)c3OC)C2)cc1 (stereo unspecified),0,10,2,0,101,12,101,16,-1,1,24
COc1ccc(-c2cc3ccccc3oc2=O)cc1NC(=S)NC(=O)c1ccc2c(c1)OCCO2,-15,6,1,-13,100,1,98,1.7,-2,1,11
Cc1c(NC(=O)CN2CCC(C(N)=O)CC2)cccc1[N+](=O)[O-],-5,8,-1,-5,98,2,103,0.2,-5,-2,27
CCOC(=O)c1sc(Nc2nc3c(OC)cccc3s2)cc1C,-9,15,-3,-13,96,-3,97,0.2,-16,-5,6
CC(Sc1nc(-c2ccccc2)cc(C(F)(F)F)n1)C(=O)Nc1ccc2c(c1)OCO2 (stereo unspecified),-3,5,-3,2,101,1,101,0.2,2,-1,2
Cc1c(C(=O)N2CCC(C)CC2)oc2ccc(S(=O)(=O)N3CCC4(CC3)OCCO4)cc12,-5,26,1,1,106,1,104,0.1,-8,0,4
CC(=O)c1ccc(N2CCN(C(=O)C3CCCN(S(=O)(=O)c4c(C)[nH]c(=O)[nH]c4=O)C3)CC2)cc1 (stereo unspecified),0,13,2,0,102,-1,100,0.5,-6,0,8
CCOc1ccccc1N(CC(=O)Nc1cc(OC)ccc1OC)S(C)(=O)=O,0,17,-3,-2,101,2,104,0.9,-1,0,35
N=c1n(CCN2CCOCC2)c2ccccc2n1CC(O)COc1ccccc1 (stereo unspecified),-1,25,-1,-1,99,4,97,1.7,0,0,5
Cc1csc(NC(=O)CCNC(=O)c2ccc([N+](=O)[O-])cc2)n1,-8,20,-2,-9,92,4,93,0.3,-15,-7,15
COc1cccc(NC(=S)NNC(=O)Cn2nc(C(F)F)cc2C(F)F)c1,1,7,-2,2,106,-4,105,-0.6,-1,0,5
COc1cc(C)c(S(=O)(=O)n2nnc3ccccc32)cc1C,-10,12,-3,-6,108,1,108,-0.1,-4,-4,7
COc1cc(/C=N/NC(=O)c2ccc(CSc3nncn3C)cc2)cc(OC)c1O,-8,12,1,0,105,3,100,0.0,2,-1,9
Cc1cccc(C(=O)N2CCc3c([nH]c4ccccc34)C2CC(C)C)n1 (stereo unspecified),-1,17,3,-8,98,7,102,0.8,4,4,5
